p97 inhibitor = blocks human p97 ATPase activity. P55072. recombinant p97 ATPase, Kinase-Glo ATP luminescence, 3 h. inhibition, % at 8 µM. actives 0.42% (n = 220,000); in the data active = inhibition above about 15%;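 note: 0% = DMSO vehicle and 100% = wells lacking enzyme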
PERK inh = blocks human PERK kinase | CHO PERK-DD fusion, SEAP luminescence translation reporter | inhibition, % at 5.6 µM | actives 0.17% (n = 220,000) | AID 1416 | Q9NZJ5;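 active = inhibition above the mean inhibition of all tested compounds plus 3 SD, set separately per screening campaign, cut at about 2.9% in these data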;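 note: PERK kinase domain activated by AP20187 dimerizer at 100 nM; 0% = DMSO with dimerizer and 100% = rapamycin at 8.4 µM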
FXIa inh = factor XIa (human) inhibition | P03951 | purified FXIa, Boc-Glu-Ala-Arg-AMC fluorogenic substrate | inhibition, % at 5 µM | actives 0.14% (n = 220,000) | AID 798;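 active = inhibition of at least 40%; inactive = inhibition below 40%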;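 note: fluorescence of freed AMC excited at 355 nm; 0% = enzyme without compound and 100% = no enzyme blank; many of its hits are not listed in these tables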
Thrombin inh = blocks human thrombin protease activity. P00734. alpha-thrombin, Boc-VPR-AMC fluorogenic substrate cleavage. inhibition, % at 5 µM. actives 0.26% (n = 220,000);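 active = inhibition at or above 40%; inactive = inhibition below 40%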;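 note: 0% = enzyme with no compound and 100% = wells without enzyme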
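System – human alpha-thrombin · Medium – pH 7.5 Tris (50 mM) with NaCl 150 mM, Tween 20 0.05% · Compound – single-point dosing at 5 µM, 0.2% DMSO · Incubation – enzyme reaction carried out at room temperature · Technique – fluorescence of released AMC, ex 355 nm, em 460 nm · Read-out basis – % inhibition of thrombin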
FXIIa inh 1536 = factor XIIa (human) inhibition; purified FXIIa, Boc-QGR-AMC fluorogenic substrate, 2 h; actives 0.3% (n = 220,000); inhibition, % at 5 µM; P00748; in the data active = inhibition above about 40%;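 note: 0% = enzyme with no compound and 100% = blank without enzyme; many of its hits are not listed in these tables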
Wee1 degr inh = blocks degradation of human Wee1 kinase | HeLa Luc-Wee1K328M stability, luciferase luminescence; 100% = proteasome inhibitor MG132 effect | AID 1321 | P30291 | reporter increase, % at 5 µM | actives 1.2% (n = 220,000);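 active = activation above the mean of all tested compounds plus 3 SD, set per screening run, cut at about 8.8% in these data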;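 note: cells exposed to compound for 20 h before luminescence read; 0% = DMSO alone and 100% = MG132 at 30 µM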
Furin inh = human furin inhibition; P09958; inhibition, % at 30 µM; actives 0.061% (n = 220,000); purified furin, fluorogenic substrate cleavage; AID 463115; in the data active = inhibition above about 25%; note: inactives centre near -15
Target sequence (P09958 108-714 limits assumed): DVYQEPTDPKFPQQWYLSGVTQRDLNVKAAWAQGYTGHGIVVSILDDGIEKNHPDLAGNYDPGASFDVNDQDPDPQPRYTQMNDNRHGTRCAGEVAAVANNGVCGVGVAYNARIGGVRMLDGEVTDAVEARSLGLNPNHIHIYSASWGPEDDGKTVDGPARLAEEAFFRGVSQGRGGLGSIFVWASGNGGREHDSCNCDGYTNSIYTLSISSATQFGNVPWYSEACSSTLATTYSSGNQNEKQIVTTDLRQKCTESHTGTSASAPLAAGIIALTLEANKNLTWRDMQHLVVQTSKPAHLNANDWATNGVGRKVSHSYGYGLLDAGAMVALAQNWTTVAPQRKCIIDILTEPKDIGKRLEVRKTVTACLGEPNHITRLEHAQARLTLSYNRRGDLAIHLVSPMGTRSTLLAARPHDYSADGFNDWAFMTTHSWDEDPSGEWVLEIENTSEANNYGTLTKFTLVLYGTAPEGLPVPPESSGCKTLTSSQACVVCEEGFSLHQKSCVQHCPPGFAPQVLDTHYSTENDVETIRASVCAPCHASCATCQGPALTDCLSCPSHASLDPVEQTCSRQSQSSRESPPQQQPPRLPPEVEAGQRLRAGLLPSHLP
KLK5 inh = kallikrein 5 (human) inhibition; inhibition, % at 5 µM; recombinant hK5, fluorogenic AMC substrate cleavage; Q9Y337; AID 873; actives 0.59% (n = 210,000);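 active = inhibition of 40% or more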;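 note: 0% = enzyme controls without compound and 100% = no-enzyme blanks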
Target sequence (Q9Y337 67-293 limits assumed): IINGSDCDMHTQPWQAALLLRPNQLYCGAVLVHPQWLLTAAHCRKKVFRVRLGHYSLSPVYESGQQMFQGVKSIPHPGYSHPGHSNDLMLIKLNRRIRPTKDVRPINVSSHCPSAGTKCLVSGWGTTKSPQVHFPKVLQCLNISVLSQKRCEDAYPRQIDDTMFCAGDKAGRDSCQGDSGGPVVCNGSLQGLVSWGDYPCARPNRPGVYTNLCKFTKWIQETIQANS
KCC2 mod = KCC2 (human) Cl- transport modulation. actives 2.2% (n = 190,000). B-score of Tl+ flux slope (higher = more flux/activation; lower = inhibition) at 10 µM. Q9H2X9. AID 1456. KCC2 cells, thallium flux FluoZin-2 fluorescence;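 active = thallium flux slope and its plate-corrected score both differing from the plate sample mean at a set confidence after two filtering rounds, in either direction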;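 note: slope of fluorescence scaled to starting intensity during 10 to 20 s after thallium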
* hit, by the source's call; / = not tested or not shown; [ ] = another dose, or the depositor's remark.

The opening 3 entries, ahead of the listing:
No.	smiles	p97 inhibitor	PERK inh	FXIa inh	Thrombin inh	FXIIa inh 1536	Wee1 degr inh	Furin inh	KLK5 inh	KCC2 mod
1	CCCCCn1c(=O)[nH]c2cc(C(=O)NCc3ccccn3)ccc2c1=O	1	-0.1	-4	-9	4	-1	-29	-9	0.35
2	COCCn1c(N)c(N(Cc2ccccc2)C(=O)c2cc3ccccc3o2)c(=O)[nH]c1=O	7	1.3	0	-4	5	2	-13	-9	-1.4
3	COC(=O)N/N=C\c1cccc(OC(=O)c2cccs2)c1	0	1.3	-3	3	4	3	-33	-17	0.13

The whole of this part, from the first entry:
No.	smiles	p97 inhibitor	PERK inh	FXIa inh	Thrombin inh	FXIIa inh 1536	Wee1 degr inh	Furin inh	KLK5 inh	KCC2 mod
1	CCCCCn1c(=O)[nH]c2cc(C(=O)NCc3ccccn3)ccc2c1=O	1	-0.1	-4	-9	4	-1	-29	-9	0.35
2	COCCn1c(N)c(N(Cc2ccccc2)C(=O)c2cc3ccccc3o2)c(=O)[nH]c1=O	7	1.3	0	-4	5	2	-13	-9	-1.4
3	COC(=O)N/N=C\c1cccc(OC(=O)c2cccs2)c1	0	1.3	-3	3	4	3	-33	-17	0.13
4	O=C(NCC(c1cccnc1)N1CCN(c2ccccc2F)CC1)C1CCCCC1 (centres undefined)	1	-1.9	6	6	10	0	-14[20 µM]	-18	0.65
5	CCNC(=O)COc1ccc(C=O)cc1OC	7	1.1	4	-2	12	1	-18	-2	0.035
6	O=c1c2c3c(sc2n2c(=S)[nH]nc2n1Cc1ccccc1)CN(Cc1ccccc1)CC3	1	-0.8	/	/	/	-3	-18[20 µM]	/	-0.56
7	O=C(C1CC1)N1CCc2cc(Br)cc(S(=O)(=O)NCCCN3CCCC3)c21	8	0.3	7	3	21	-2	-7	2	1.1
8	Cc1ccc(NC2CC(=O)N(c3cccc([N+](=O)[O-])c3)C2=O)cc1 (centres undefined)	8	1.1	-4	-1	5	-1	-10	-1	-0.4
9	COc1ccc(NC(=O)CSc2c(C)n[nH]c2C)cc1	-2	0.4	-5	-4	5	2	-17[20 µM]	0	1.2
10	CCN(CC)CCCNC(=O)c1cc2nc3c(c(C(F)(F)F)n2n1)CCc1ccccc1-3	-5	0.2	-2	1	15	-3	-9	-6	-2
11	COc1ccc(CN2CCC(N3CCC(C(=O)N4CCOCC4)CC3)CC2)c(F)c1	2	2.3	-1	2	6	1	-12	/	0.28
12	C=CCN=C(NC#N)SCc1ccccc1	-1	1.4	4	-2	14	0	-17[20 µM]	0	-0.38
13	O=C1CN(C(=O)CNCc2ccccc2)c2ccccc2N1	3	1.6	2	-5	8	6	-19	1	2.1
14	O=C(CCn1cnnn1)Nc1ccccc1F	4	0.8	1	0	12	0	-16	/	0.82
15	Cn1nc(CC(=O)Nc2ncc(Br)s2)c2ccccc2c1=O	3	-1.2	1	-1	4	-5	-16[20 µM]	-23	0.61
16	CN(c1ccccc1C(=O)Nc1ccc(S(=O)(=O)N2CCOCC2)cc1)S(=O)(=O)c1ccccc1	1	-0.9	0	-7	3	0	-7	-16	0.12
17	COC(=O)c1ccc(OS(=O)(=O)c2ccc(NC(C)=O)cc2)cc1	-5	0.6	-5	-4	8	5	-18	-4	0.29
18	COCCn1c(-c2ccc(Cl)cc2)cnc1SCC(=O)NCCc1ccc(OC)c(OC)c1	-9	-1.1	-5	-8	1	1	-1	-6	-0.097
19	COC(=O)Cn1cc(/C=C(/C#N)C(=O)N2CCOCC2)c2ccccc21	6	1.4	0	-3	6	3	-17	4	/
20	Cc1cc(C)c(C)c(S(=O)(=O)N2C(=S)NC(=O)C2C(C)C)c1C (centres undefined)	-8	-0.2	-8	-1	0	-2	-4[20 µM]	-5	0.37
21	COc1ccc(-c2nc3nc(N)nn3cc2C)cc1F	0	1.2	6	1	9	0	-22	18	/
22	CC1=CC2=NCC(O)CN2C=C1 (centres undefined)	1	1.0	-7	-11	-1	3	-11[20 µM]	-2	0
23	O=C(O)COCc1nc2ccccc2s1	0	0.4	-3	-6	2	1	-30	-4	0.11
24	O=C(N/N=C/c1ccncc1)c1nc2ccccc2c(=O)[nH]1	6	1.4	-1	-12	2	4	6	-13	-0.16
25	Cc1ccc(CNS(=O)(=O)NCc2ccccc2)cc1	4	0.6	-21	0	13	-1	-24[20 µM]	7	/
26	CCOC(=O)C(/C(C)=N/NC(=O)c1ccccc1[N+](=O)[O-])C(C)C (centres undefined)	1	1.1	2	-2	14	-2	-20[20 µM]	4	-1.1
27	CCc1cc(=O)oc2cc(C)cc(O)c12	1	1.7	-4	-9	4	2	-26	-25	-0.68
28	Cc1ccc(C(=O)N2CCN(S(=O)(=O)c3ccccc3[N+](=O)[O-])CC2)o1	3	0.3	-2	-3	5	-4	-18	1	-0.11
29	Cc1ccc(C)c(CSc2nnc(C)c(=O)n2N)c1	5	0.0	2	-1	2	5	-31	-1	0.24
30	COc1ccc(N=C2SC(CC(=O)Nc3ccccc3)C(=O)N2Cc2ccccn2)cc1 (centres undefined)	1	0.6	-7	-10	0	-2	-9	-3	0.25
31	Cc1cc(C)n(S(=O)(=O)c2ccc(Cl)c(Cl)c2Cl)n1	1	1.0	-7	-5	8	-3	-19	12	/
32	S=c1[nH]nc(Cc2cccs2)n1-c1ccccc1	2	0.4	-4	-10	7	-3	-10	9	0.41
33	CCC(C)NC(=O)c1cn(-c2cccc(C)n2)cn1 (centres undefined)	6	1.2	-6	-9	0	7	-14	2	/
34	N#Cc1c(N)n(CCNC(=O)c2cccs2)c2nc3ccccc3nc12	0	0.5	-9	-9	-19	0	-50	-239	-0.45
35	COc1cccc(/C=N/NC(=O)c2ccccc2NC(=O)c2ccco2)c1OC	1	-0.4	-2	-11	3	4	-19	0	0.43
36	N#Cc1c(N)nc2c(c1-c1ccncc1)CCCCCC2	2	-0.1	/	/	/	-2	-24[20 µM]	/	-1.4
37	COc1cc(/C=N/NC(=O)CC#N)cc(Br)c1O	4	0.6	-2	0	3	2	-9	-4	1.1
38	O=C(Nc1c(F)c(F)c(F)c(F)c1F)C1CCCCC1	-5	-0.4	10	4	23	-3	-13	-19	-0.19
39	O=C(C1CC1)N1N=C(c2ccncc2)CC1(O)C(F)(F)F (centres undefined)	1	0.5	8	-4	5	0	-29	-16	/
40	Cc1ccc(NC(=S)NC2CC3CCCC(C2)N3Cc2cccs2)cc1 (centres undefined)	0	-0.8	0	-1	12	-1	-16[20 µM]	1	1.6
41	CCN(CC)c1ccc(C2NC(=O)NC(C)=C2C(=O)Nc2ccccc2)cc1 (centres undefined)	5	0.1	19	2	31	2	-14	-17	-0.12
42	CCOC(=O)c1[nH]c2ccc(C)cc2c1NC(=O)CN1CCCCC1	1	-0.7	-17	1	-15	6	-22[20 µM]	-20	-0.55
43	CCOC(=O)N1CCC(N2C(=O)c3ccccc3C2Nc2cc(C(=O)OC)cc(C(=O)OC)c2)CC1 (centres undefined)	-3	-0.6	18	-3	21	-1	-20	-5	-0.46
44	Cc1ccc(N(C(=O)c2cnccn2)C(C(=O)NC2CCCCC2)c2ccc(O)cc2)cc1 (centres undefined)	-4	-0.3	-2	-10	4	0	-9	1	0.57
45	CC1CCc2c(sc(NC(=O)CSc3ncn[nH]3)c2C#N)C1 (centres undefined)	8	-0.1	4	1	4	-2	-20	4	0.69
46	COc1ccc(Cl)cc1C(=O)Nc1ccc(S(=O)(=O)N2CCCC2)cc1	-5	-2.1	-2	0	3	1	-10[20 µM]	-3	/
47	O=C1CCCc2sccc2N1	5	1.5	2	-7	6	-1	-17	-18	/
48	CCOc1ccc(-c2cnc(SCC(N)=O)nc2N)cc1	4	2.0	-6	2	-6	-3	16[20 µM]	-26	0.16
49	CC/C(=N\NC(=O)c1c(-c2ccccc2)noc1C)c1ccc(C)o1	0	0.3	13	1	18	2	-15	-3	0.26
50	Cn1c(=O)c([N+](=O)[O-])c(Oc2ccccc2)c2ccccc21	6	0.7	-2	-2	5	-2	-24	-2	/
51	COC(=O)c1cc(=O)n(-c2ccc(F)cc2)c(=Nc2ccc(F)cc2)s1	9	-0.3	3	2	10	-2	-16	-11	-0.93
52	CCn1c(SCC(=O)NCc2ccccc2)nc2ccccc2c1=O	-2	0.5	1	0	-1	-2	-24	-13	-0.76
53	CC(Oc1ccc(Cl)cc1Cl)c1ccnc2nc(N3CCOCC3)nn12 (centres undefined)	0	0.7	-3	4	-1	-2	-13	-17	-1.8
54	CN(CC(=O)Nc1sccc1C#N)C1CCCCC1	3	0.8	-3	23	2	-1	-22[20 µM]	-13	0.45
55	O=C(Nc1ccno1)Nc1ccc(Cl)cc1Cl	3	1.2	12	4	9	6	-25	6	0.12
56	C/C(=N\NC(=O)c1nc2ccccn2c1C)c1ccco1	-9	-0.1	28	17	23	0	-6	39	0.21
57	Cc1cc(C)c(NC(=S)NCCCSC2CCCCC2)c(C)c1	-8	-0.7	5	3	3	3	-7	-5	1
58	O=C(NCc1ccccc1)C(c1ccccc1)N(Cc1cccs1)C(=O)c1cnccn1 (centres undefined)	2	-0.3	-8	0	6	-1	-13[20 µM]	8	/
59	CCCNC(=O)c1cc(-c2ccc(OC)cc2)n(CCCOC)c1C	2	-0.1	3	2	12	4	-31	1	1.1
60	COC(=O)c1cc(COC(=O)c2cccnc2SC)oc1C	-5	-0.8	-13	-1	15	0	11	8	-1

Remaining list, next part
No.	smiles	p97 inhibitor	PERK inh	FXIa inh	Thrombin inh	FXIIa inh 1536	Wee1 degr inh	Furin inh	KLK5 inh	KCC2 mod
61	CCCCn1c(=O)[nH]c(=O)c2c1nc(-c1cc3c(cc1Br)OCO3)n2C	8	0.0	16	-1	-3	-3	-26	-6	-1.1
62	Cc1c(/C=C/C(=O)c2ccccc2O)cnn1C	-2	0.4	3	-6	5	2	-9	-6	-0.16
63	Cc1nc2ncnn2c(C)c1CCC(=O)N1CCN(C(=O)c2ccco2)CC1	-3	0.4	2	4	22	2	-10	-6	-0.79
64	CCN(CC)S(=O)(=O)c1csc(C(=O)NCc2ccccc2)c1	-8	-1.4	16	-3	14	1	-7[20 µM]	-2	0.089
65	CC(=O)c1cc2c(cc1NC(=O)CCc1ccccc1)OCO2	-4	-1.1	12	0	11	2	-18	-16	-1.9
66	Cc1onc(-c2ccc(Cl)cc2Cl)c1-c1csc(N/N=C/c2ccccc2Cl)n1	-4	0.3	-3	1	8	9.7*	-24	4	2.6
67	CCOc1ccccc1-n1nnnc1SCC(=O)NC(=O)Nc1ccc2c(c1)OCCO2	-4	-0.9	-2	-4	8	0	-8[20 µM]	-11	0.3
68	CC[C@H](C)[C@H](NC(=O)c1ccc(Cl)cc1)C(=O)OCC(=O)c1ccc2c(c1)NC(=O)CO2	1	-1.5	-9	-2	3	-1	-18[20 µM]	-1	/
69	Cc1ccc(C)c(NC(=O)CSc2nnc(-c3ccco3)o2)c1	5	-0.1	-2	-20	5	0	-21	-15	0.29
70	NS(=O)(=O)c1ccc(NC(=O)C2CCCN(S(=O)(=O)c3ccc(F)cc3)C2)cc1 (centres undefined)	2	0.8	0	0	12	-1	-25[20 µM]	-19	0.7
71	COc1cc(/C=C/C(=O)OC2CC3CCC2(C)C3(C)C)ccc1O (centres undefined)	/	/	1	-1	3	/	-13	0	-0.032
72	CC1=NN=C(c2ccccc2)C(c2c[nH]c3ccccc23)N1O (centres undefined)	6	2.2	9	0	11	0	-9	-7	0.02
73	CCCn1c2ccccc2c2nnc(SCC(=O)OC)nc21	-2	0.5	-4	-20	8	3	-14	-10	-1.3
74	CCSc1nc2c(c(=O)n1Cc1ccccc1)SC(C)C2 (centres undefined)	-7	-1.4	-5	-5	11	3	-1[20 µM]	6	-0.51

This is a random part of the collection; about 4.4% have a hit in one of these screens.
